# M1 PAM: positive allosteric modulators of human M1 muscarinic receptor; P11229; CHO-K1 hM1, Fluo-8 calcium fluorescence, ACh EC20; 0% = ACh EC20, 100% = maximal ACh; activation, % at 3 µM; 0.088% of 360,000 active; AID 588819; in the data active means activation above about 19%, passing the limit was not always enough
# CRFBP-R2 agonist: CRF-BP/CRF-R2 complex agonism; HEK293 CRF-R2/CRF-BP, calcium dye fluorescence (FLIPR); percent of saturating CRF peptide response; activation, % at 13.2 µM; 0.46% of 350,000 active; AID 588473;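 active means activation of at least 50%, plus an integration ratio under a set limit after plate pattern correction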;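 further: plate controls were neutral control wells without compound for no effect and CRF at EC100 for full effect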
# M5 antag: CHRM5 antagonism in calcium assay; 0.59% of 360,000 active; AID 624040; P08912; inhibition, % at 3 µM; CHO-hM5 cells, Fluo-8 calcium fluorescence, ACh EC80;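 active means inhibition above a per-plate cutoff, the mean of that plate's test compounds plus 3 SD, cut at about 27% in these data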;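 further: 0% = acetylcholine EC80 with DMSO and 100% = DMSO without agonist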
# Target sequence (P08912 whole entry, looked up): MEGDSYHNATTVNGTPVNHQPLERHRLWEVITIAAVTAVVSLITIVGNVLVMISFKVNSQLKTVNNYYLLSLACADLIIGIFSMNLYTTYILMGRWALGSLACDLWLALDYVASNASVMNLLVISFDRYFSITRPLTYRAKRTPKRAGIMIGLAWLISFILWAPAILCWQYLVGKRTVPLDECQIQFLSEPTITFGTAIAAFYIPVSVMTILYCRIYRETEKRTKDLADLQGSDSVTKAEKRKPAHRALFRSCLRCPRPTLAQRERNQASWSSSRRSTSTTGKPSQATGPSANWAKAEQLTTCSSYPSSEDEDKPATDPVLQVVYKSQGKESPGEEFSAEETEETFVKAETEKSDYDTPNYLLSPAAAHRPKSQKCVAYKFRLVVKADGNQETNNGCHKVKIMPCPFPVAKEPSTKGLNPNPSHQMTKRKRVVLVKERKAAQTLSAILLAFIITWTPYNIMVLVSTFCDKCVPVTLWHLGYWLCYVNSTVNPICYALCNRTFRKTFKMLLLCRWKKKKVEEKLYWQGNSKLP
# M1 antag: human CHRM1 antagonism; P11229; CHO-K1 hM1, Fluo-8 calcium fluorescence, ACh EC80 antagonist; inhibition, % at 3 µM; 1.3% of 360,000 active; AID 588852;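 active means percent inhibition above its own plate's cutoff, namely the mean of that plate's compound wells plus 3 SD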;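 further: peak over basal fluorescence ratio during 140 s after agonist addition; 0% = ACh EC80 plus DMSO and 100% = DMSO alone without agonist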
# CHRM5 agonist: agonists of human muscarinic M5 receptor (CHRM5) | activation, % at 3 µM | P08912 | 0.19% of 360,000 active | CHO-K1 hM5 cells, Fluo-8 calcium fluorescence; 0% DMSO wells, 100% maximal acetylcholine response;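 active means activation above the run's mean over test compounds plus 3 SD, cut at about 23% in these data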;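 further: signal is peak over basal fluorescence ratio across the kinetic read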
# CHRM4 agonist: agonists of human muscarinic M4 receptor (CHRM4). P08173. CHO-K1 hM4/Gqi5, Fluo-8 calcium fluorescence; vehicle 0%, full acetylcholine response 100%. activation, % at 3 µM. 0.14% of 360,000 active. AID 624127;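 active means activation above the run mean over all test wells plus 3 SD, cut at about 32% in these data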;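 further: peak over basal fluorescence ratio per well then scaled between controls; 0% = DMSO wells and 100% = acetylcholine at EC100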
# Target sequence (P08173 whole entry, looked up): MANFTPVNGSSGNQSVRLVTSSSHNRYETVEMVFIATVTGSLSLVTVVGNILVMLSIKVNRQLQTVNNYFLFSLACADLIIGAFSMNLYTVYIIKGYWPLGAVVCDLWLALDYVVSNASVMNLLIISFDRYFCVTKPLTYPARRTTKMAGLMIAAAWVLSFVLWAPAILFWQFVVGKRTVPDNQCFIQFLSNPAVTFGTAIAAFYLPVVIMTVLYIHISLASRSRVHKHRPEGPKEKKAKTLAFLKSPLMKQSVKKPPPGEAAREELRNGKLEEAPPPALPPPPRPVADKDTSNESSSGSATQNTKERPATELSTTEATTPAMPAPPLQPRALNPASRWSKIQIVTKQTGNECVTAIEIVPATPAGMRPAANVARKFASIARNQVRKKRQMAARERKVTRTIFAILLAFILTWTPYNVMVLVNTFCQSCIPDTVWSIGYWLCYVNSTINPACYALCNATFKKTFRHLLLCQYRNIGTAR
# M5 PAM: positive allosteric modulators of human muscarinic M5 receptor | P08912 | CHO-K1 hM5, Fluo-8 calcium, ACh EC20 PAM; 0% = ACh EC20, 100% = ACh EC100 | activation, % at 3 µM | 0.3% of 360,000 active;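 active means activation above the run cutoff, the mean activation of all test compounds plus 3 SD, cut at about 18% in these data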
#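 Assay system: CHO-K1 hM5 cells / Incubation: Fluo-8 loading 80 min at 37 °C plus 30 min room temperature / Technique: Fluo-8 calcium dye fluorescence, kinetic read / Repeats: single replicate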
# M4 PAM: CHRM4 positive allosteric modulation; P08173; CHO-K1 hM4/Gqi5, Fluo-8 calcium fluorescence, ACh EC20; 0% = ACh EC20, 100% = maximal ACh; activation, % at 3 µM; 0.4% of 360,000 active;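 active means activation above its plate's cutoff, the mean activation of sample wells plus 3 SD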; further: some results filed as inactive read as strong as hits
# CHRM4 antagonist: CHRM4 antagonism in calcium assay; P08173; CHO-hM4 cells, ACh EC80, Fluo-8 calcium fluorescence; inhibition, % at 3 µM; 0.73% of 360,000 active;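 active means inhibition above its plate's cutoff, the mean inhibition of sample wells plus 3 SD, cut at about 27% in these data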;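 further: 0% = acetylcholine EC80 with DMSO and 100% = DMSO without agonist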
# An asterisk follows results filed as active; . = no result given.
# The opening two records, to show the layout:
SMILES,M1 PAM,CRFBP-R2 agonist,M5 antag,M1 antag,CHRM5 agonist,CHRM4 agonist,M5 PAM,M4 PAM,CHRM4 antagonist
C=CCn1c(N2C(=O)CC(Cc3ccccc3)C2=O)nc2ccccc21 (stereo not drawn),-2,0.8,-1,2,-3,2,-6,0,-4
CCCCCC(=C/c1ccccc1)/C=N/Nc1ccc(S(=O)(=O)N2CCOCC2)cc1[N+](=O)[O-],4,3.5,8,-11,0,0,5,1,-9

# All compounds of this part, repeating the preview:
SMILES,M1 PAM,CRFBP-R2 agonist,M5 antag,M1 antag,CHRM5 agonist,CHRM4 agonist,M5 PAM,M4 PAM,CHRM4 antagonist
C=CCn1c(N2C(=O)CC(Cc3ccccc3)C2=O)nc2ccccc21 (stereo not drawn),-2,0.8,-1,2,-3,2,-6,0,-4
CCCCCC(=C/c1ccccc1)/C=N/Nc1ccc(S(=O)(=O)N2CCOCC2)cc1[N+](=O)[O-],4,3.5,8,-11,0,0,5,1,-9
COc1ccc2c(c1)cc(C)c1nnc(SCC(=O)N(C)c3nc(-c4ccccc4)cs3)n12,6,-2.1,-1,-2,1,0,2,9,5
Cc1cc(C)cc(C(=O)NCCC(=O)NCc2cc(=O)n(C)c(=O)n2C)c1,7,3.9,-1,-14,-2,0,2,4,2
CN(CC(=O)Nc1ccccc1C(F)(F)F)C(=O)CSc1nnc(-c2ccncc2)n1C,11,0.1,12,-10,0,1,0,9,-10
CN1CCN(c2ccc(CNC(=O)c3cc4ccccc4o3)cc2)CC1,17,-1.7,17,-14,-1,1,-3,0,-6
O=S(=O)(NCC(O)c1ccccc1)c1cc(Cl)sc1Cl (stereo not drawn),5,4.2,8,-2,-5,3,-4,-1,0
NC(=O)C1(c2ccccc2)CCOCC1,2,0.3,0,-11,-1,0,2,3,-2
O=[N+]([O-])c1ccc2[nH]c(=S)[nH]c2c1,5,0.6,10,-12,-4,1,-1,6,-13
O=C(Nc1cc2c3c(c1)CC(=O)N3CCC2)c1ccc(Br)cc1,16,-2.6,-6,-18,-4,1,4,2,-15
O=C(Nc1cc(S(=O)(=O)N2CCOCC2)ccc1N1CCCC1)c1ccc2c(c1)S(=O)(=O)c1ccccc1C2=O,-3,-0.4,8,17,2,8,-13,-9,2
Cc1ccc(/C=C/c2onc(C)c2S(=O)(=O)N2CCC(C(=O)N3CCCCC3)CC2)cc1,12,0.7,-2,-17,1,0,-3,4,0
CC(=O)N[C@H](Cc1c[nH]c2ccccc12)C(=O)O,5,-2.4,-5,-26,1,1,1,1,-2
CCN(CC)C(=O)CSc1nnc(C2CCCCC2)o1,-6,0.7,-3,-1,-1,1,-1,1,-2
CCn1c(COc2ccccc2C)nnc1SCC(=O)O,7,-0.5,-2,-4,0,1,2,-2,8
O=C(COc1ccc(Br)cc1)N/N=C1/SCC(=O)N1Cc1ccccc1,-3,2.6,-2,3,1,2,1,0,-3
CCN1CCN(C(=O)C2CCN(S(=O)(=O)c3cc(Cl)ccc3Cl)CC2)CC1,-1,0.7,8,3,-2,1,4,5,-9
CCc1ccc(S(=O)(=O)ON2C(=O)c3ccccc3C2=O)cc1,-3,2.0,9,7,-2,0,-2,11,-5
Cc1ccc(NC(=S)NCc2cccs2)c(C)c1,7,-0.1,0,-30,-8,0,6,2,2
CC(C)OCC1CC(CC(=O)Nc2ccc([N+](=O)[O-])cc2)C(=O)O1 (stereo not drawn),1,-0.6,11,-2,-1,0,2,-5,6
CCOc1ccc(-n2cnnn2)cc1S(=O)(=O)Nc1c(C)cccc1C,10,-0.4,1,-36,3,3,-1,3,2
O=CNc1cc2c(cc1Br)-c1ccccc1C2O (stereo not drawn),0,-1.5,4,-4,6,1,2,4,-5
COc1ccccc1NS(=O)(=O)c1cccc(C(=O)N/N=C/c2ccc3c(c2)OCCO3)c1,-12,9.9,8,5,2,15,-15,-4,5
COCCN(C(=O)c1cc(-c2ccco2)nc2ccccc12)c1c(N)n(Cc2ccccc2)c(=O)[nH]c1=O,21,-1.0,4,-8,0,2,7,10,-4
N#C/C(=C1/CCCN1)c1ccccn1,5,0.0,6,-1,-1,0,1,6,2

# Next part.
SMILES,M1 PAM,CRFBP-R2 agonist,M5 antag,M1 antag,CHRM5 agonist,CHRM4 agonist,M5 PAM,M4 PAM,CHRM4 antagonist
c1ccc(-c2nc(N3CCCCCC3)c3ccccc3n2)nc1,1,-2.7,3,-7,-5,3,-3,2,1
O=C(/C=C/c1c(Cl)nc2ccccn12)N1CCCCC1,7,-1.0,8,-13,-1,2,-7,5,-8
CCOC1=CC2=C(C(=O)C(Cl)=CC2=O)[C@@H]2CN(S(=O)(=O)c3ccc(C)cc3)[C@@H](c3ccccc3)[C@H]12,5,.,7,-22,1,-1,-7,8,-8
Cc1cccc(C)c1NC(=O)Cn1c(=O)n(CCCC(=O)NC2CCN(Cc3ccccc3)CC2)c(=O)c2ccccc21,-2,-0.1,-12,6,-8,0,4,1,-11
O=C(CC1NCCc2ccccc21)Nc1ccccc1Cl (stereo not drawn),7,0.4,-9,-6,0,0,2,4,-2
COc1ccccc1N1CCN(C(=O)CCc2nnc3ccc(N4CCOCC4)nn23)CC1,3,1.6,9,7,-3,4,-5,-2,-3
CN(c1ccccc1)c1nc(N)c(C#N)c(CC#N)c1C#N,7,-1.1,-1,-5,3,3,-3,6,-4
CC(C)Cn1c2c(c(O)c(C(=O)Nc3nc4ccccc4s3)c1=O)CCCC2,1,0.1,2,1,2,7,6,-3,10
CC1=C(C(=O)N2CCOCC2)C(c2c(C)cc(C)cc2C)NC(=S)N1 (stereo not drawn),3,-1.8,-4,-1,-1,0,-9,-5,6
O=C(/C=C/c1ccc([N+](=O)[O-])cc1)N1CCN(c2ccccc2F)CC1,4,-1.1,-1,-6,1,1,-5,4,-6
NC(=S)N/N=C/c1ccc2ccccc2c1,0,-9.3,-1,0,-5,0,-3,0,-1
C#CCNCCS(=O)(=O)N(Cc1ccc(Br)cc1)[C@@H](C)C(=O)O,11,0.1,1,-16,0,1,-2,0,-5
CC(=O)NC(Cc1cccc(C)c1)C(=O)NC1CCN(C(=O)c2ccc([N+](=O)[O-])cc2)CC1 (stereo not drawn),5,-1.1,-3,-9,0,1,-2,1,-10
CCOc1ccc(C2C3=C(CCCC3=O)N(CC(=O)O)C3=C2C(=O)CCC3)cc1,14,-0.5,4,-22,1,1,-3,4,-2
CC(=O)c1sc(NC(=O)C(C)C)nc1C,8,-1.8,-11,-18,3,0,6,3,-7
CC(C)CCNC(=O)C1c2ccccc2Oc2ccccc21,0,-0.3,-3,-5,-6,0,5,10,-6
Cc1cccc2cc3c(N)c(C#N)sc3nc12,7,20,-3,-1,-3,5,3,2,2
CCCN(CCC)C(C(=O)Nc1cccc(OC)c1)c1ccccc1 (stereo not drawn),4,0.2,-7,-6,-2,-3,4,-3,3
COC(=O)C1=C(C(=O)OC)[C@@H]2N(Cc3ccccc3)c3ccccc3[C@@]23C[C@@H](CO)N(C(=O)NC2CCCC2)C3=N1,0,0.4,6,4,3,3,-1,-4,2
N=C1C(c2nc(-c3cccc([N+](=O)[O-])c3)cs2)=C(O)CN1NC(=O)c1ccco1,3,-0.6,-5,0,-1,0,-3,6,-3
O=S1(=O)CC(N2CCCC2)CN1C1CCCCC1 (stereo not drawn),0,.,-1,-1,-1,1,0,15,-4
COc1ccc(/C=C2\SC(N3CCc4ccccc4C3)=NC2=O)cc1OC,1,-5.3,-1,-12,-1,1,0,9,-1
CN(NC(=O)c1ccco1)c1nc2ccccc2nc1C(F)(F)F,11,-4.6,1,-4,-3,1,0,3,-4
Cc1noc(C)c1C(=O)OCC(=O)NC(=O)c1ccc(C(C)(C)C)cc1,-7,-3.1,-9,-7,-3,1,-3,1,-25
CC(C)C[C@H]1CNC(=S)N1C[C@H]1CCCN1C[C@H](CC(C)C)N1C[C@H](Cc2ccc(O)cc2)N(CC2CCCCCC2)C1=S,7,.,-4,0,-2,-1,5,-4,-6

# 4 entries from above, bar-delimited.
SMILES | M1 PAM | CRFBP-R2 agonist | M5 antag | M1 antag | CHRM5 agonist | CHRM4 agonist | M5 PAM | M4 PAM | CHRM4 antagonist
O=S(=O)(NCC(O)c1ccccc1)c1cc(Cl)sc1Cl (stereo not drawn) | 5 | 4.2 | 8 | -2 | -5 | 3 | -4 | -1 | 0
NC(=O)C1(c2ccccc2)CCOCC1 | 2 | 0.3 | 0 | -11 | -1 | 0 | 2 | 3 | -2
O=[N+]([O-])c1ccc2[nH]c(=S)[nH]c2c1 | 5 | 0.6 | 10 | -12 | -4 | 1 | -1 | 6 | -13
O=C(Nc1cc2c3c(c1)CC(=O)N3CCC2)c1ccc(Br)cc1 | 16 | -2.6 | -6 | -18 | -4 | 1 | 4 | 2 | -15

# Remaining list, next part
SMILES,M1 PAM,CRFBP-R2 agonist,M5 antag,M1 antag,CHRM5 agonist,CHRM4 agonist,M5 PAM,M4 PAM,CHRM4 antagonist
CN(Cc1nc2ccccc2n1C)S(=O)(=O)c1ccc(F)cc1,-2,-1.5,0,5,-6,2,3,8,-7
O=C(Cn1c(=O)c2c(ncn2C2CCCC2)n(Cc2ccccc2)c1=O)N1CCc2ccccc21,-6,0.9,-2,6,-11,-1,-16,1,5
COc1ccc(NC(=O)CC2C(=O)N(C)C(=S)N2Cc2ccco2)cc1 (stereo not drawn),1,6.9,-13,-3,-2,1,1,-3,-7
COC(=O)[C@]1(C)N[C@H](CN(C)S(=O)(=O)c2ccc(OC(F)(F)F)cc2)[C@@H]2C(=O)N(Cc3ccccc3)C(=O)[C@@H]21,0,-0.4,-14,2,-2,3,1,9,-39
Cc1ccc(-c2nnc(N3CC(C)OC(C)C3)c3ccccc23)cc1 (stereo not drawn),-3,-0.6,-3,3,-2,0,2,7,-1
COC(=O)c1ccc(Cl)c(NC(=O)NC2CCCCC2)c1,6,7.0,-2,-13,-4,0,6,0,2
Cc1ccc(C(=O)Nc2ccc3c(c2)OCCO3)cc1S(=O)(=O)N1CCOCC1,9,-2.5,14,-13,-5,5,-2,5,-7
N#Cc1cnc(=S)n(-c2cc(C(F)(F)F)cc(C(F)(F)F)c2)c1N,1,1.1,-6,-4,3,2,6,-2,7
Cc1cccc(NC(=O)c2cccc([N+](=O)[O-])c2O)c1C,2,45,8,-11,11,13,-13,4,1

# Single values from above.
# Cc1cccc(NC(=O)c2cccc([N+](=O)[O-])c2O)c1C @ CHRM4 antagonist = 1
# O=C(Cn1c(=O)c2c(ncn2C2CCCC2)n(Cc2ccccc2)c1=O)N1CCc2ccccc21 @ M1 PAM = -6

# Five entries drawn at random from those above, as already listed:
SMILES,M1 PAM,CRFBP-R2 agonist,M5 antag,M1 antag,CHRM5 agonist,CHRM4 agonist,M5 PAM,M4 PAM,CHRM4 antagonist
Cc1ccc(-c2nnc(N3CC(C)OC(C)C3)c3ccccc23)cc1 (stereo not drawn),-3,-0.6,-3,3,-2,0,2,7,-1
O=C(Cn1c(=O)c2c(ncn2C2CCCC2)n(Cc2ccccc2)c1=O)N1CCc2ccccc21,-6,0.9,-2,6,-11,-1,-16,1,5
CN(Cc1nc2ccccc2n1C)S(=O)(=O)c1ccc(F)cc1,-2,-1.5,0,5,-6,2,3,8,-7
COC(=O)[C@]1(C)N[C@H](CN(C)S(=O)(=O)c2ccc(OC(F)(F)F)cc2)[C@@H]2C(=O)N(Cc3ccccc3)C(=O)[C@@H]21,0,-0.4,-14,2,-2,3,1,9,-39
N#Cc1cnc(=S)n(-c2cc(C(F)(F)F)cc(C(F)(F)F)c2)c1N,1,1.1,-6,-4,3,2,6,-2,7

# Screening data from PubChem BioAssay.
